Source: PubChem BioAssay (Sanford-Burnham Center for Chemical Genomics)
XBP1 UPR activ = adaptive UPR (XBP1) activation; CHO-XBP1 luciferase reporter, IRE1-XBP1 UPR activation, luminescence; percent of tunicamycin response, DMSO as zero; activation, % at 20 µM; hit rate 0.33% among 330,000;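 active means versus positive control, 20 µM dose yields 30% or more activation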;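 further: 100% = tunicamycin at 10 µg/mL and 0% = DMSO only wells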
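Assay system: IRE1-XBP1 luciferase reporter CHO line. Input: 1000 cells/well. Buffer or medium: F12 with 10% serum. Doses: 20 µM, 1% DMSO. Times: overnight seeding at 37 °C, 6 h compound treatment at 37 °C. Technique: Steady-Glo luciferase glow luminescence, 10 min after reagent addition.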
CHOP UPR activ = activators of apoptotic arm of unfolded protein response (CHOP); CHO-CHOP luciferase reporter, UPR activation, luminescence; percent of tunicamycin response over DMSO baseline; activation, % at 10 µM; hit rate 0.34% among 330,000; AID 449763;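 active means at 10 µM dose, activation of 40% or more, normalized to positive control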;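 further: 100% = tunicamycin at 10 µg/mL and 0% = DMSO alone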
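assay system = CHO CHOP reporter cells | amount = 500 CHO-CHOP cells per well | buffer or medium = F12 with 10% FBS | incubation = 16-18 h cell attachment, then 6 h compound exposure, 37 °C | detection = luminescence read with Steady-Glo | read-out = percent activation relative to tunicamycin control | controls = tunicamycin high control, DMSO low control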
tim23-1 inh = growth inhibitors of tim23-1 mutant yeast | S. cerevisiae tim23-1 growth, BacTiter-Glo luminescence, 24 h | inhibition, % at 20 µM | hit rate 1.3% among 330,000;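 active means growth inhibition of the mutant yeast at or above 50%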;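 further: temperature-sensitive mutant grown at 25 °C; plate controls were DMSO-treated mutant yeast for no effect and medium wells lacking yeast for full effect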
Mdm2-MdmX inh = inhibitors of human Mdm2/MdmX interaction; O15151+Q00987; SaOS-2 split-luciferase Mdm2/MdmX complementation, luminescence; inhibition, % at 8 µM; hit rate 3% among 330,000; AID 485346;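 active means inhibition of at least 50% at 8 µM in the primary screen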
APJ antag = blocks the human apelin receptor APJ; P35414; CHO-K1 APJ beta-arrestin complementation, luminescence; inhibition, % at 20 µM; hit rate 0.32% among 330,000;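 active means inhibition above about 40% at 20 µM, limit read from the data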;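 further: cells challenged with 10 nM apelin-13 agonist together with compound; plate controls were apelin-13 plus DMSO wells for no effect and DMSO wells lacking apelin-13 for full effect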
Target sequence (P35414 whole entry, looked up): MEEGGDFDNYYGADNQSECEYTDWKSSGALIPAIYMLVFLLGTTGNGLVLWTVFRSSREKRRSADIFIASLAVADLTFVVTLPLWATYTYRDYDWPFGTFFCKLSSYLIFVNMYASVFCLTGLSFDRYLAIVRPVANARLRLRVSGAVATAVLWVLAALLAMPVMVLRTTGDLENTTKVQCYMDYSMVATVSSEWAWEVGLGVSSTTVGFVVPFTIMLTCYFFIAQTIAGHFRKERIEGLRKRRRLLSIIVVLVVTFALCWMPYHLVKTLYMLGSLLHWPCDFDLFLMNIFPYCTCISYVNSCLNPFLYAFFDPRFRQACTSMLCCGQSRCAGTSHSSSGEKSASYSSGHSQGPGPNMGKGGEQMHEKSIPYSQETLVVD
tim10-1 inh = growth inhibitors of tim10-1 mutant yeast | S. cerevisiae tim10-1 ts strain growth, BacTiter-Glo, 24 h | inhibition, % at 20 µM | hit rate 2.2% among 330,000 | AID 463190;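 active means inhibition of at least 40%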;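 further: mutant grown at 25 °C; 0% = DMSO wells with yeast and 100% = wells holding no yeast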
APJ ag = activates the human apelin receptor APJ | hit rate 0.11% among 330,000 | P35414 | activation, % at 20 µM | CHO-K1 APJ PathHunter beta-arrestin, luminescence; 0% DMSO wells, 100% apelin;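 active means activation more than six SD over the plate average, tested at 20 µM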;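 further: 0% = DMSO alone and 100% = apelin-13 at 10 nM; some results filed as inactive read as strong as hits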
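Material: CHO-K1 APJ beta-arrestin complementation cell line; Input: cell density 1000 per well; Incubation: compound stimulation 90 min at 25 °C, detection 60 min; Signal: luminescence from split beta-galactosidase complementation, Galacton Star/Emerald II substrate; Controls: DMSO-only wells as negative, 10 nM Apelin-13 as positive control.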
TIM10 inh = TIM10 yeast growth inhibition; S. cerevisiae TIM10 strain growth, BacTiter-Glo luminescence, 24 h; inhibition, % at 10 µM; hit rate 1.4% among 330,000;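 active means inhibition of 40% or more at the single tested concentration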;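 further: wild-type TIM10 isogenic control strain grown at permissive 25 °C; 0% = DMSO yeast wells and 100% = minimal medium wells without yeast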
CXCR6 inh = inhibitors of human CXCR6 receptor; O00574; hit rate 0.36% among 360,000; inhibition, % at 20 µM; CHO-K1 PathHunter CXCR6 beta-arrestin, luminescence; in the data active means inhibition above about 34%, passing the limit was not always enough;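 further: antagonist mode with CXCL16 agonist at 10 nM final; 0% = 10 nM CXCL16 with DMSO and 100% = unstimulated wells without agonist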
Target sequence (O00574 whole entry, looked up): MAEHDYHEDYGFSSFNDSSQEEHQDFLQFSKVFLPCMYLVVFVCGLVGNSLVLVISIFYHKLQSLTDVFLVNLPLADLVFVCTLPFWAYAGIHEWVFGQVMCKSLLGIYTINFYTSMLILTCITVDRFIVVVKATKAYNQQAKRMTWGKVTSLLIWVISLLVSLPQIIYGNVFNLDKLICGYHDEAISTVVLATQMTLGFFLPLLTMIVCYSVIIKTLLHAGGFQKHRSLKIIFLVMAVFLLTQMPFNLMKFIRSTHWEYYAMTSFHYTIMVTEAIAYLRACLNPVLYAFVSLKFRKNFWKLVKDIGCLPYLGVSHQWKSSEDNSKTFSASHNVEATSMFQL
Starred values were filed as active, the others as inactive. A portion of the library, so the mix of outcomes need not match the whole.

How did COc1cccc(N2CCN(c3ccc4nnc(CCC(=O)N5CCC(C)CC5)n4n3)CC2)c1 do in these assays?
XBP1 UPR activ: -4; CHOP UPR activ: 0.0; tim23-1 inh: 6; Mdm2-MdmX inh: -1; APJ antag: 0; tim10-1 inh: 16; APJ ag: 11; TIM10 inh: 20; CXCR6 inh: 4

How did S=c1[nH]nc(C2CCCCC2)n1/N=C/c1ccncc1 do in these assays?
XBP1 UPR activ: -4; CHOP UPR activ: -3.7; tim23-1 inh: -3; Mdm2-MdmX inh: 47; APJ antag: -4; tim10-1 inh: 12; APJ ag: -1; TIM10 inh: -11; CXCR6 inh: 3

How did S=c1nc(-c2ccccc2)n(Cc2cccnc2)c2c1CCCC2 do in these assays?
XBP1 UPR activ: 0; CHOP UPR activ: -1.0; tim23-1 inh: -4; Mdm2-MdmX inh: -17; APJ antag: 15; tim10-1 inh: -2; APJ ag: 0; TIM10 inh: 9

What do the screens show for `COc1ccc(C(C)(C)NC(=O)C2CCC(=O)N(C3CCCC3)C2)cc1OC` (configuration not stated)?
XBP1 UPR activ: -2; CHOP UPR activ: -0.5; tim23-1 inh: 2; Mdm2-MdmX inh: -4; APJ antag: 1; tim10-1 inh: 4; APJ ag: -9; TIM10 inh: 8; CXCR6 inh: -6

Results for CN(C)CCNc1c(N)c(=O)oc2ccccc12 ?
XBP1 UPR activ: -2; CHOP UPR activ: 1.3; tim23-1 inh: 0; Mdm2-MdmX inh: -37; APJ antag: 5; tim10-1 inh: -3; APJ ag: 0; TIM10 inh: 12; CXCR6 inh: 4

Results for O=C(Nc1ccccc1F)c1cnccn1 ?
XBP1 UPR activ: 1; CHOP UPR activ: 2.7; tim23-1 inh: 13; Mdm2-MdmX inh: -18; APJ antag: 2; tim10-1 inh: -1; APJ ag: -3; TIM10 inh: 1; CXCR6 inh: 0

Results for COc1cc2c(cc1NC(=O)C(C)OC(=O)C1CC(=O)N(Cc3ccco3)C1)oc1ccccc12 (configuration not stated) ?
XBP1 UPR activ: 2; CHOP UPR activ: 3.8; tim23-1 inh: 16; Mdm2-MdmX inh: -35; APJ antag: 15; tim10-1 inh: 20; APJ ag: -1; TIM10 inh: 24; CXCR6 inh: 1

How did CN(CC(=O)N1CCCCCC1)S(=O)(=O)c1cccc2cccnc12 do in these assays?
XBP1 UPR activ: -1; CHOP UPR activ: 1.0; tim23-1 inh: 20; Mdm2-MdmX inh: -25; APJ antag: 5; tim10-1 inh: 16; APJ ag: 9; TIM10 inh: 8; CXCR6 inh: -6

How did Cc1c(C)c2ccc(O)c(CN3CCCC3)c2oc1=O do in these assays?
XBP1 UPR activ: -4; CHOP UPR activ: 0.0; tim23-1 inh: 15; Mdm2-MdmX inh: -42; APJ antag: -9; tim10-1 inh: 25; APJ ag: -1; TIM10 inh: 3; CXCR6 inh: -4

What do the screens show for `COc1cc(/C=N\NC(=O)c2ccc(C)nc2)ccc1OC(=O)c1ccc2c(c1)OCO2`?
XBP1 UPR activ: -1; CHOP UPR activ: 0.8; tim23-1 inh: -6; Mdm2-MdmX inh: -5; APJ antag: 2; tim10-1 inh: 18; APJ ag: -2; TIM10 inh: -4; CXCR6 inh: -4

Results for O=c1c2ccccc2cnn1Cc1n[nH]c(=S)n1-c1cc(Cl)cc(Cl)c1 ?
XBP1 UPR activ: -1; CHOP UPR activ: -0.7; tim23-1 inh: 20; Mdm2-MdmX inh: 2; APJ antag: 9; tim10-1 inh: 35; APJ ag: -2; TIM10 inh: 3; CXCR6 inh: -11

Results for CN(C)c1ccc(-c2nnn(CC(=O)Nc3ccc4c(c3)OCCO4)n2)cc1 ?
XBP1 UPR activ: -1; CHOP UPR activ: 0.7; tim23-1 inh: -9; Mdm2-MdmX inh: -2; APJ antag: 0; tim10-1 inh: -6; APJ ag: -3; TIM10 inh: 1; CXCR6 inh: 1

Results for O=C(NCc1ccccc1Cl)C1CCN(S(=O)(=O)c2ccc(N3CCCC3=O)cc2)CC1 ?
XBP1 UPR activ: -4; CHOP UPR activ: -1.6; tim23-1 inh: -12; Mdm2-MdmX inh: 22; APJ antag: 12; tim10-1 inh: 3; APJ ag: 1; TIM10 inh: -18; CXCR6 inh: -1

How did Cc1ccc2nc(SCC(=O)Nc3cccc([N+](=O)[O-])c3)[nH]c2c1 do in these assays?
XBP1 UPR activ: 1; CHOP UPR activ: 0.2; tim23-1 inh: 19; Mdm2-MdmX inh: 1; APJ antag: 0; tim10-1 inh: 4; APJ ag: -2; TIM10 inh: 35; CXCR6 inh: 3

What do the screens show for `CCCCOc1ccc(-c2ncc(N)cn2)cc1`?
XBP1 UPR activ: 0; CHOP UPR activ: 7.8; tim23-1 inh: 32; Mdm2-MdmX inh: -51; APJ antag: 3; tim10-1 inh: 12; APJ ag: -6; TIM10 inh: 15; CXCR6 inh: 6

Results for N#Cc1ccccc1NC(=O)CSC1=Nc2ccccc2C2CC=NN12 (configuration not stated) ?
XBP1 UPR activ: 5; CHOP UPR activ: 2.9; tim23-1 inh: 40; Mdm2-MdmX inh: -6; APJ antag: 12; tim10-1 inh: -8; APJ ag: -3; TIM10 inh: 10; CXCR6 inh: -11

What do the screens show for `CCOC(=O)CSc1n[nH]c(NC(=O)c2cccc(C(F)(F)F)c2)n1`?
XBP1 UPR activ: 0; CHOP UPR activ: 1.7; tim23-1 inh: 18; Mdm2-MdmX inh: -9; APJ antag: 12; tim10-1 inh: 6; APJ ag: -4; TIM10 inh: 2; CXCR6 inh: -4

What do the screens show for `O=C(COc1ncnc2ccccc12)Nc1ccc(Cl)c([N+](=O)[O-])c1`?
XBP1 UPR activ: -3; CHOP UPR activ: -2.1; tim23-1 inh: -9; Mdm2-MdmX inh: -8; APJ antag: 22; tim10-1 inh: -1; APJ ag: -1; TIM10 inh: 24; CXCR6 inh: 4

Results for NS(=O)(=O)c1ccc(CNC(=O)c2cc(-c3cccs3)nc3ccccc23)cc1 ?
XBP1 UPR activ: 3; CHOP UPR activ: 2.7; tim23-1 inh: -5; Mdm2-MdmX inh: 34; APJ antag: 24; tim10-1 inh: 7; APJ ag: 1; TIM10 inh: 2; CXCR6 inh: 3

What do the screens show for `CC(C)(C)c1ccccc1NC(=O)NC1CCN(Cc2c(F)cccc2Cl)CC1`?
XBP1 UPR activ: -1; CHOP UPR activ: -1.4; tim23-1 inh: 13; Mdm2-MdmX inh: -1; APJ antag: -7; tim10-1 inh: 8; APJ ag: -6; TIM10 inh: -9; CXCR6 inh: 7

What do the screens show for `Cc1ccc2cccc(S(=O)(=O)N3CCN(c4ccccc4F)CC3)c2n1`?
XBP1 UPR activ: -2; CHOP UPR activ: -1.2; tim23-1 inh: 40; Mdm2-MdmX inh: 25; APJ antag: -24; tim10-1 inh: 17; APJ ag: -4; TIM10 inh: -4; CXCR6 inh: 0

What do the screens show for `CCC(=O)c1ccc(N2CCOCC2)c(F)c1`?
XBP1 UPR activ: -8; CHOP UPR activ: 2.1; tim23-1 inh: 6; Mdm2-MdmX inh: 18; APJ antag: 7; tim10-1 inh: 9; APJ ag: -3; TIM10 inh: -4; CXCR6 inh: -2

How did COc1cccc(C2=NO[C@@H]3C(=O)N(c4ccc5c(c4)OCCO5)C(=O)[C@H]23)c1OC do in these assays?
XBP1 UPR activ: -6; CHOP UPR activ: -2.5; tim23-1 inh: 12; Mdm2-MdmX inh: -12; APJ antag: -4; tim10-1 inh: 4; APJ ag: 1; TIM10 inh: 1; CXCR6 inh: -5

How did O=C(N/N=C/c1cccc(OC(=O)N2CCOCC2)c1)c1cccs1 do in these assays?
XBP1 UPR activ: 1; CHOP UPR activ: 1.4; tim23-1 inh: 8; Mdm2-MdmX inh: -8; APJ antag: -16; tim10-1 inh: 18; APJ ag: -3; TIM10 inh: 22; CXCR6 inh: 4

Already shown: entries from further up.
Results for O=C(NCc1ccccc1Cl)C1CCN(S(=O)(=O)c2ccc(N3CCCC3=O)cc2)CC1 ?
XBP1 UPR activ: -4; CHOP UPR activ: -1.6; tim23-1 inh: -12; Mdm2-MdmX inh: 22; APJ antag: 12; tim10-1 inh: 3; APJ ag: 1; TIM10 inh: -18; CXCR6 inh: -1

How did Cc1ccc2nc(SCC(=O)Nc3cccc([N+](=O)[O-])c3)[nH]c2c1 do in these assays?
XBP1 UPR activ: 1; CHOP UPR activ: 0.2; tim23-1 inh: 19; Mdm2-MdmX inh: 1; APJ antag: 0; tim10-1 inh: 4; APJ ag: -2; TIM10 inh: 35; CXCR6 inh: 3

What do the screens show for `CCCCOc1ccc(-c2ncc(N)cn2)cc1`?
XBP1 UPR activ: 0; CHOP UPR activ: 7.8; tim23-1 inh: 32; Mdm2-MdmX inh: -51; APJ antag: 3; tim10-1 inh: 12; APJ ag: -6; TIM10 inh: 15; CXCR6 inh: 6

Results for N#Cc1ccccc1NC(=O)CSC1=Nc2ccccc2C2CC=NN12 (configuration not stated) ?
XBP1 UPR activ: 5; CHOP UPR activ: 2.9; tim23-1 inh: 40; Mdm2-MdmX inh: -6; APJ antag: 12; tim10-1 inh: -8; APJ ag: -3; TIM10 inh: 10; CXCR6 inh: -11

Next part
Results for Cc1ccc(S(=O)(=O)NCC(=O)N(CC(=O)NCc2ccc(F)cc2)CC2CCCO2)cc1 (configuration not stated) ?
XBP1 UPR activ: -3; CHOP UPR activ: 2.2; tim23-1 inh: 18; Mdm2-MdmX inh: -7; APJ antag: -3; tim10-1 inh: 12; APJ ag: -4; TIM10 inh: 3; CXCR6 inh: -1

What do the screens show for `O=C(NCC1OCCCN1S(=O)(=O)c1cc(F)ccc1F)C(=O)NC1CCCCC1` (configuration not stated)?
XBP1 UPR activ: -3; CHOP UPR activ: -1.6; tim23-1 inh: 6; Mdm2-MdmX inh: -10; APJ antag: -11; tim10-1 inh: 12; APJ ag: -2; TIM10 inh: -15; CXCR6 inh: 3

What do the screens show for `Cn1nccc1C(=O)N1CCN(c2ncccn2)CC1`?
XBP1 UPR activ: -1; CHOP UPR activ: -1.0; tim23-1 inh: 9; Mdm2-MdmX inh: 18; APJ antag: -1; tim10-1 inh: 13; APJ ag: 2; TIM10 inh: -3; CXCR6 inh: -11

How did COc1ccc(-n2c(C)nc3cc(C(=O)N4CCOCC4)ccc32)cc1 do in these assays?
XBP1 UPR activ: 3; CHOP UPR activ: -3.3; tim23-1 inh: 15; Mdm2-MdmX inh: 1; APJ antag: 8; tim10-1 inh: 9; APJ ag: 0; TIM10 inh: -9; CXCR6 inh: 4

What do the screens show for `CCCCNC(=S)N(C)/N=C/c1ccc(OCC(=O)Nc2ccc(OC)cc2)c(OC)c1`?
XBP1 UPR activ: 4; CHOP UPR activ: 4.6; tim23-1 inh: -5; Mdm2-MdmX inh: 48; APJ antag: -10; tim10-1 inh: 14; APJ ag: 3; TIM10 inh: 17; CXCR6 inh: -2
